# Screening data (PubChem BioAssay)
# N370S GC mod: inhibitors or activators of N370S glucocerebrosidase for Gaucher disease. AID 2101. hit rate 0.092% among 330,000. N370S GC spleen homogenate, 4MU-glucoside fluorescence. Potency, µM (titrated, usually from 59.4 µM), for inactives: at the top dose activity change, negative = inhibition, hits mostly inhibitors;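 further: 0% = full enzyme activity and -100% = no enzyme basal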
# FEN1 inh: blocks human flap endonuclease 1; P39748; Recombinant FEN1 flap cleavage, fluorescence, 15 min; Potency, µM (titrated, usually from 114 µM), for inactives: at the top dose activity change, negative = inhibition, actives largely listed as inhibitors; hit rate 0.35% among 390,000; AID 588795; further: nearly all actives have a fitted effect of over 65% in size
# Target sequence (P39748 whole entry, looked up): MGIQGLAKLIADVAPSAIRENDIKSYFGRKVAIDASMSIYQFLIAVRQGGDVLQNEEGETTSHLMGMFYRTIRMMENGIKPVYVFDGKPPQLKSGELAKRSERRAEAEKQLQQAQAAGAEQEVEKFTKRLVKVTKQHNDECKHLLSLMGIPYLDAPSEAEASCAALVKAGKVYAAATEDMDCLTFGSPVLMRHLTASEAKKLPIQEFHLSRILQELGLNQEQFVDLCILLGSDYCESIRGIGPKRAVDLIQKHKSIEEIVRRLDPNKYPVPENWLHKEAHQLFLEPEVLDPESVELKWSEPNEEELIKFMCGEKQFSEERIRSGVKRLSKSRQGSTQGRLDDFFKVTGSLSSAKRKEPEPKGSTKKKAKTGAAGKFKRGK
#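 FEN1 at 10 nM preincubated with compounds 15 min at room temperature, then flap DNA substrate added at 50 nM final. Signal read at 0 and 15 min; concentration-response fitted with four-parameter Hill equation.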
# GCN5L2 inh: blocks human GCN5L2 histone acetyltransferase. Potency, µM (doses to about 58.9 µM), for inactives: top-dose activity change, negative = inhibition, hits mostly inhibitors. GCN5L2 HAT assay, ThioGlo1 CoA-SH fluorescence. hit rate 0.21% among 390,000
#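 GCN5L2 (20 nM) in 50mM HEPES pH 7.5, 0.1mM EDTA, 0.01% Tween-20 preincubated 15 min with compounds at room temperature. Reaction started with H3(1-25) 75uM, acetyl-CoA 70uM, ThioGlo1 50uM; CoA-thiol fluorescence (Ex340/Em540) read at 0 and 20 min.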
# An asterisk follows results filed as active; ? = inconclusive; [ ] = remark or other dose. The call rests on the fitted dose curve; in most records, active means well fitted curve in the direction sought with a large enough effect; inconclusive means small, poorly fitted or top-dose-only effect, or another doubt; inactive means no such curve, though single readings can be large; an effect the other way counts as inactive or inconclusive. Unless noted, on the % scale 0 is the no-effect control and ±100 the full control effect; potency means the concentration at half of the fitted maximal effect. Hits appear at their usual frequency. Share with any hit: about 0.54%.
SMILES,N370S GC mod,FEN1 inh,GCN5L2 inh
COc1ccc(NC(=O)CSc2nnc(Cc3ccc(C)cc3)c(=O)n2N)cc1,4%,21%,3%
Cc1ccc(-c2nn(-c3cccc(F)c3)cc2CN2CCN(c3ccccn3)CC2)o1,-26%,?,-4%
COc1cc(C)c(S(=O)(=O)n2ccc(C)n2)cc1C,5%,-14%,2%[0.501 µM]
N#Cc1ccc(N/N=C/c2ccccc2)c([N+](=O)[O-])c1,3%,4%,-19%
CCOc1ccc(/C=C2\SC(=S)N(N3C(=O)C4CC4C3=O)C2=O)cc1 (stereo not drawn),-1%,0%,2%
O=C(Nc1ccccn1)C1CCN(S(=O)(=O)c2cccc3nonc23)CC1,-3%,-1%,-4%

# Given with bars between the fields: three of the compounds above.
smiles | N370S GC mod | FEN1 inh | GCN5L2 inh
COc1cc(C)c(S(=O)(=O)n2ccc(C)n2)cc1C | 5% | -14% | 2%[0.501 µM]
N#Cc1ccc(N/N=C/c2ccccc2)c([N+](=O)[O-])c1 | 3% | 4% | -19%
CCOc1ccc(/C=C2\SC(=S)N(N3C(=O)C4CC4C3=O)C2=O)cc1 (stereo not drawn) | -1% | 0% | 2%

# Three neighbouring entries out of the list so far, for reference:
SMILES,N370S GC mod,FEN1 inh,GCN5L2 inh
COc1ccc(NC(=O)CSc2nnc(Cc3ccc(C)cc3)c(=O)n2N)cc1,4%,21%,3%
Cc1ccc(-c2nn(-c3cccc(F)c3)cc2CN2CCN(c3ccccn3)CC2)o1,-26%,?,-4%
COc1cc(C)c(S(=O)(=O)n2ccc(C)n2)cc1C,5%,-14%,2%[0.501 µM]
